Screening results (PubChem)
KCNK9 block = inhibitors of human KCNK9 two-pore domain potassium channel | AID 488922 | B-score at 10 µM | HEK293 KCNK9, FluxOR thallium flux fluorescence; hits give low values | 310,000 tested, 1.2% active;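 active means ratio B-score over 3 SD below the library mean, with starting fluorescence within 5 SD of its mean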;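 further: negative B-score means less thallium flux so channel inhibition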
Platelet DG rel = modulates dense granule release in human platelets | inhibition, %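 (compounds screened at 7.5 µM in platelet-rich plasma)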 | human platelet-rich plasma, SFLLRN dense granule ATP release, luminescence | 300,000 tested, 0.22% active | AID 1663;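 active means mean replicate score, as percent of positive control, at or above 50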
TRPC4 agonist = opens the mouse TRPC4 cation channel; Q9QUQ5; HEK293 TRPC4beta/mu-opioid, Fluo4 calcium fluorescence; hits give high values; B-score at 10 µM; 310,000 tested, 0.49% active; AID 2237;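 active means B-score above 5 SD of library B-scores, and initial fluorescence ratio not above library mean plus 5 SD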;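 further: positive B-score marks a calcium rise read as TRPC4 activation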
Target sequence (Q9QUQ5 whole entry, looked up): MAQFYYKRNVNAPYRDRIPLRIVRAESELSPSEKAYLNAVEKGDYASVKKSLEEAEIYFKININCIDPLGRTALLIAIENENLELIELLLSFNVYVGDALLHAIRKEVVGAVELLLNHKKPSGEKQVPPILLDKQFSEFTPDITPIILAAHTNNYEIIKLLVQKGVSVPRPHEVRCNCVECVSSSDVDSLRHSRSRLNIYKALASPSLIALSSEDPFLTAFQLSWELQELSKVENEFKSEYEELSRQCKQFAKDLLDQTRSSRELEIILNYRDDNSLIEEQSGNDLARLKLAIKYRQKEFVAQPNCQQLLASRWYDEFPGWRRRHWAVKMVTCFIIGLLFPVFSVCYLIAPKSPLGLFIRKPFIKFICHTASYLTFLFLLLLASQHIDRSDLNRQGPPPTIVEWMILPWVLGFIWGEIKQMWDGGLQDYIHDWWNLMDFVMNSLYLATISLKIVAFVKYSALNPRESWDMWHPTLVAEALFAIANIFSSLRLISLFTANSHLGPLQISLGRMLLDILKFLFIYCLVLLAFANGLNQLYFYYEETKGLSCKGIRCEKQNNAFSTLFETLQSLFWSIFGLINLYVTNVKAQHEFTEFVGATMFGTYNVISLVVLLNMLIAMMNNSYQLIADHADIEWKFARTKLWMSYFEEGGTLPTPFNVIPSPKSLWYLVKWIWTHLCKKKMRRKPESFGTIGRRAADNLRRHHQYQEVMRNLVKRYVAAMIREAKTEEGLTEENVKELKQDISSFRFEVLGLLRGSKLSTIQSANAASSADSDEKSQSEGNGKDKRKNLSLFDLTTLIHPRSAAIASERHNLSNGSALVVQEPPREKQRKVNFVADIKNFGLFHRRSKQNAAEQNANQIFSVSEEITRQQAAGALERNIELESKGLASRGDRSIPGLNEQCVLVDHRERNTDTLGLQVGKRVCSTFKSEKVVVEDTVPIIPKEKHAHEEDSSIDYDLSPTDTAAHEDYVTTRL
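Incubation: 45 min room-temperature Fluo4 loading, 110 s read / System: HEK293 cells stably co-expressing mouse TRPC4beta and mu-opioid receptor / Signal: Fluo4 fluorescence, kinetic / Control set: buffer (low) and maximal DAMGO (high) / Measure: integrated baseline-normalised fluorescence ratio, converted to per-well B score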
KCNQ1 act = potentiates or activates the human KCNQ1 potassium channel. P51787. B-score at 10 µM. CHO-K1 KCNQ1, thallium flux FluxOR fluorescence; hits give high values. AID 2648. 310,000 tested, 0.35% active;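 active means fluorescence ratio B-score, a plate-corrected score, at least three library SD, with initial intensity B-score within 5 SD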
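assay system = KCNQ1-transfected CHO-K1 cells | medium = assay buffer with matched DMSO | probe or stimulus = depolarizing K+/Tl+ stimulus, K2SO4 and Tl2SO4 each 12.5 mM in 5x stock | dosing = single dose | incubation = dye 90 min, compound 20 min, room temperature | detection = kinetic FluxOR fluorescence, 10 s baseline plus 110 s post-stimulus | evaluation = ratio B score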
KCNQ1 block = inhibitors of human KCNQ1 potassium channel; CHO-K1 KCNQ1, FluxOR thallium flux fluorescence; hits give high values; P51787; B-score at 10 µM; 310,000 tested, 1.3% active;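 active means compounds whose thallium flux B-score, printed positive for inhibition, exceeds three library SD while starting fluorescence stays within three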;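 further: channel opened by potassium depolarization with thallium stimulus after 20 min compound exposure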
hERG protect = compounds protecting human hERG from proarrhythmic drug block. Q12809. CHO-hERG, FluxOR thallium flux, dofetilide IC70 present. activation (rescue from dofetilide block), less the hit threshold, % at 10 µM. 310,000 tested, 0.51% active. AID 1511;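 active means activation above the mean of controls blocked by dofetilide plus 5 SD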;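 further: thallium influx through hERG after potassium depolarization seen as dye fluorescence rise; in these data hits start at about 4.7%; inactives centre near -7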
KCNK3 inh = human KCNK3 channel inhibition, primary screen; CHO-KCNK3 thallium flux, FluxOR fluorescence; hits give low values; O14649; AID 602410; B-score at 10 µM; 340,000 tested, 0.84% active;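 active means B-score under library mean minus 4 SD, starting fluorescence ratio at most library mean plus 5 SD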;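 further: more negative B-score means stronger inhibition of thallium flux through KCNK3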
TRPC4 potent = allosteric potentiators of mouse TRPC4 channel | AID 2227 | 310,000 tested, 0.42% active | HEK293 TRPC4beta/mu-opioid, DAMGO EC20, Fluo-4 Ca2+ flux; hits give high values | Q9QUQ5 | B-score at 10 µM;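 active means B-score of calcium response area above 5 SD of library B-scores, with initial fluorescence ratio within 5 SD of library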;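 further: B-score of integrated fluorescence ratio over time as area under calcium response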
Dyrk1A ADPGlo = Dyrk1A (rat) kinase inhibition; inhibition, % at 12.5 µM; 310,000 tested, 0.43% active; Q63470; ADP-Glo luminescence, NFATc1 peptide; in the data active means inhibition above about 50%;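 further: plate controls were vehicle with enzyme for no effect and no enzyme for full effect; many of its hits are not listed in these tables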
TRPC4 block = inhibitors of mouse TRPC4 channel; HEK293 TRPC4beta/mu-opioid, DAMGO-evoked Fluo4 calcium flux; hits give low values; B-score at 10 µM; 300,000 tested, 0.39% active; AID 2247;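 active means B-score over 3 SD under the library average, no early fluorescence shift, positive overall ratio signal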
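Assay system – HEK293 line stably carrying TRPC4beta and mu-opioid receptor · Doses – single dose · Detection – Fluo4 calcium-dye fluorescence, kinetic read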
PolyA inh = inhibitors of polyadenylation in S. cerevisiae; S. cerevisiae SKY197-pL101 polyadenylation reporter, beta-gal luminescence; efflux-impaired pdr1/pdr3 knockout yeast; score 100 = 6 SD above DMSO; calls only at 12 µM; 300,000 tested, 0.02% active; AID 1875;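 active means lowest replicate activity score at least 50, where 100 means six control SD above control mean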;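 further: yeast exposed to compound for 9 h at 30 °C; higher score means more reporter readthrough which indicates perturbed polyadenylation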
Active calls of the source: *; i = inactive; x = not tested or not shown. This is a subset; rates above refer to the full screens.

molecule,KCNK9 block,Dyrk1A ADPGlo,PolyA inh,KCNK3 inh,Platelet DG rel,TRPC4 potent,KCNQ1 act,TRPC4 block,hERG protect,TRPC4 agonist,KCNQ1 block
CN1C(=O)CC(Nc2cccc3cccc(N)c23)C1=O (configuration not stated),i,-3,i,i,-28,i,i,i,-8,i,i
O=C1Nc2cc(C(=O)NCCCN3CCCC3)ccc2S/C1=C/c1ccccc1F,i,-1,i,i,2,i,i,i,-26,i,i
O=C1c2ccccc2C2(c3ccccc3)N1CCN2C(=O)C(Cl)(Cl)Cl (configuration not stated),i,-1,i,i,12,i,i,i,-8,i,i
CCN=c1sc(C(=O)OC)cc(=O)n1CC,i,-4,i,i,0,i,i,i,-9,i,i
COc1cc(C2C(C#N)=C(N)Oc3n[nH]c(-c4cccs4)c32)cc(OC)c1O (configuration not stated),i,x,i,i,4,i,i,i,-13,i,i
O=C(CCc1ccc(S(=O)(=O)N2CCOCC2)cc1)Nc1cc(Cl)ccc1N1CCOCC1,i,2,i,i,-1,i,i,i,-13,i,i
O=C(O)c1ccccc1-c1cn2cc(Cl)ccc2n1,i,1,i,i,1,i,i,i,-8,i,i
CCn1cc([N+](=O)[O-])c(C(=O)Nc2ccn(Cc3ccccc3)n2)n1,i,-1,i,i,11,i,i,i,0,i,i
Clc1cccc(-c2nc(-c3ccccn3)no2)c1,i,7,i,i,22,i,i,i,-9,i,i
Cn1c2c(c(=O)n(C)c1=O)CN(CCN1CCNCC1)CN2,i,-5,i,i,5,i,i,i,-5,i,i
C1COCCNCCOCCOCCOCCN1,i,-2,i,i,-4,i,i,i,-3,i,i
COc1cccc(NC(=O)CN(C)C(=O)CC(C)c2ccccc2)c1 (configuration not stated),i,6,i,i,4,i,i,i,-6,i,i
Cc1ccc(C)c(SCC(=O)NNC(=O)c2ccccc2)c1,i,-11,i,i,-21,i,i,i,-14,i,i
Cc1ccc2nc(-c3ccccc3)nc(SC(C)C(=O)NCc3cccs3)c2c1 (configuration not stated),i,x,i,x,1,i,i,i,-4,i,i
O=C(OCCN(CCOC(=O)c1ccncc1)S(=O)(=O)c1cccs1)c1ccncc1,i,4,i,i,-8,i,i,i,-14,i,i
Cc1cccc(OCCCC(=O)Nc2nc3ccccc3[nH]2)c1,i,-2,i,i,21,i,i,i,-19,i,i
CC(=O)N1CCOc2ccc(S(=O)(=O)NCCc3ccc(S(N)(=O)=O)cc3)cc21,i,4,i,i,-5,i,i,i,-4,i,i
Cc1nn(-c2ccc(Cl)cc2Cl)c(=O)c2ccccc12,i,10,i,i,-7,i,i,i,1,i,i
CN(CCc1cnn(C)c1)C(=O)CCc1nnc(CCCc2ccccc2)o1,i,-1,i,i,8,i,i,i,-11,i,i
CCOC(=O)C(NC(=O)Nc1ccc(C(N)=O)cc1)(c1ccccc1)C(F)(F)F (configuration not stated),i,3,i,i,-4,i,i,i,-16,i,i
O=C(c1cn(-c2ccccc2)nc1-c1ccc(F)cc1)N1CCOCC1,i,1,i,i,0,i,i,i,-13,i,i
O=C(Nc1nc2c(s1)CCCC2)c1cc(-c2ccccc2)nc2ccccc12,i,1,i,i,21,i,i,i,-3,i,i
C=CCNc1nc(NCC)nc(N2CCOCC2)n1,i,6,i,i,6,i,i,i,-13,i,i
COc1ccc(S(=O)(=O)N2CCCCCC2)cc1NC(=O)Cc1ccccc1,i,x,i,i,1,i,i,i,-13,i,i
CC(=O)c1ccc(NC(=O)c2ccc([N+](=O)[O-])o2)cc1,i,9,i,i,1,i,i,i,-4,i,i
O=C(Nc1ccc2snnc2c1)Nc1cccc2ccccc12,i,10,i,i,-3,i,i,i,-6,i,i
CNC(=S)Nc1cc(C(=O)N2CCCC2)ccc1N1CCCC1,i,0,i,i,-10,i,i,i,-5,i,i
O=C(Nc1nc2c(s1)CCCC2)c1cc2n(n1)C(C(F)(F)F)CC(C1CC1)N2 (configuration not stated),i,8,i,i,8,i,i,i,-5,i,i
CC(=O)NNC(=O)CCC(=O)Nc1ccccc1,i,1,i,i,10,i,i,i,-13,i,i
O=C(CCn1c(=S)[nH]c2ccccc2c1=O)NCCc1ccc(Cl)cc1,i,-7,i,i,-3,i,i,i,-9,i,i
COc1cc(OC)cc(C(=O)NCCN2CCOCC2)c1,i,-9,i,i,-5,i,i,i,-3,i,i
COC(=O)C1CN(C(=O)C(C)Oc2ccc(C)c(C)c2)c2ccccc2O1 (configuration not stated),i,6,i,i,4,i,i,i,-3,i,i
Cc1ccc(N(C(=O)c2snc(C(N)=O)c2N)C(C(=O)NC2CCCC2)c2ccco2)cc1 (configuration not stated),i,2,i,i,-1,i,i,i,-13,i,i
CC(C)c1ccccc1NC(=O)C1C2C=CC(C2)C1C(=O)O (configuration not stated),i,3,i,i,0,i,i,i,-3,i,i
CCCn1nc2cc(C(=O)NCc3ccc(OC(F)(F)F)cc3)ccc2c1OCC,i,5,i,i,1,i,i,i,-7,i,i
CC(=N\NC(=O)c1ccccc1)/C(=N/O)C(=O)Nc1ccccc1,i,-8,i,i,-1,i,i,i,-15,i,i
CSc1ccc(S(=O)(=O)NCC(=O)OCC(=O)N2CCCC2=O)cc1[N+](=O)[O-],i,4,i,i,24,i,i,i,-20,i,i
COc1ccc(C)cc1NC(=O)COC(=O)c1ccc(OCc2ccc(Cl)cc2Cl)c(OC)c1,i,0,i,i,-15,i,i,i,-6,i,i
Cc1ccc(C(=O)Nc2nc(N)n(-c3ccccc3)n2)cc1,i,x,i,i,8,i,i,i,-4,i,i
CCN1CCN(Cc2c3ccccc3cc3ccccc23)CC1,i,-2,i,i,0,i,i,i,-6,i,i
Cc1cc(C)nc(N2N=C(C(C)(C)C)CC2=O)n1,i,5,i,i,-1,i,i,i,-12,i,i
CC(=O)c1cccc(N/C=C\c2nnnn2-c2ccc(F)cc2)c1,i,5,i,i,-14,i,i,i,-12,i,i
COc1ccc(NC(=O)CN(C)C(=O)Cc2n[nH]c(=O)c3ccccc23)cc1,i,2,i,i,-8,i,i,i,-13,i,i
CC1(C)CC(=O)c2sc(NC(=O)CCS(=O)(=O)c3ccccc3)nc2C1,i,4,i,i,1,i,i,i,-13,i,i
C=CCN1C(=O)CN=C1Nc1ccc(F)cc1,i,-4,i,i,1,i,i,i,-5,i,i
O=C(/C=C/c1ccccc1)N1CCC(Cc2ccccc2)CC1,i,2,i,i,4,i,i,i,-12,i,i
CCOc1ccc(NC(=O)C(C)Sc2nccn2C)cc1 (configuration not stated),i,2,i,i,-8,i,i,i,-7,i,i
O=C(NC1CCCc2ccccc21)c1ccccc1Br (configuration not stated),i,2,i,i,4,i,i,i,-2,i,i
CC1CCCCN1C(=O)COC(=O)C1CCN(S(=O)(=O)c2ccc3c(c2)OCCO3)CC1 (configuration not stated),i,10,i,i,3,i,i,i,-13,i,i
CC1CC(C)CN(C(=O)c2ccc(S(=O)(=O)N3CCCC3)cc2)C1 (configuration not stated),i,-1,i,i,-8,i,i,i,1,i,i

Further compounds
molecule,KCNK9 block,Dyrk1A ADPGlo,PolyA inh,KCNK3 inh,Platelet DG rel,TRPC4 potent,KCNQ1 act,TRPC4 block,hERG protect,TRPC4 agonist,KCNQ1 block
O=c1c2cc(Br)cc(Br)c2oc2nc3n(c(=O)c12)CCCS3,i,x,i,x,3,i,i,i,-8,i,i
NC(=S)N/N=C/C=C/c1ccccc1,i,5,i,i,2,i,i,i,-1,i,i
O=S(=O)(NC1=NCCCCCC1)c1cccs1,i,x,i,i,-6,i,i,i,-4,i,i
O=C(COc1ccc(Cl)cc1)Nc1ccc2oc(-c3ccncc3)nc2c1,i,5,i,i,-4,i,i,i,-5,i,i
O=S(=O)(c1ccccc1)N1N=C(c2cccs2)CC1c1cccc(O)c1 (configuration not stated),i,0,i,i,1,i,i,i,-16,i,i
CN(Cc1ccccc1)C(=O)Cn1c(=O)oc2cc(S(=O)(=O)N3CCCC3)ccc21,i,3,i,i,-1,i,i,i,-7,i,i
Cc1ccc2[nH]c(=O)c(CN(Cc3cccs3)C(=S)NCC3CCCO3)cc2c1 (configuration not stated),i,-3,i,i,-1,i,i,i,-7,i,i
CCN(C(=S)Nc1cccnc1)c1ccccc1,i,-8,i,i,1,i,i,i,-3,i,i
Cc1ccc(N2C(=O)N(CC(=O)Nc3ccc(F)c(F)c3)C(=O)C2C)cc1 (configuration not stated),i,2,i,i,-1,i,i,i,-16,i,i
CCOC(=O)c1ccc(NC(=O)CNC(=O)C23CC4CC(CC(C4)C2)C3)cc1,i,-3,i,i,2,i,i,i,-7,i,i

An excerpt from above in order of molar mass, falling.
molecule,KCNK9 block,Dyrk1A ADPGlo,PolyA inh,KCNK3 inh,Platelet DG rel,TRPC4 potent,KCNQ1 act,TRPC4 block,hERG protect,TRPC4 agonist,KCNQ1 block
O=c1c2cc(Br)cc(Br)c2oc2nc3n(c(=O)c12)CCCS3,i,x,i,x,3,i,i,i,-8,i,i
CN(Cc1ccccc1)C(=O)Cn1c(=O)oc2cc(S(=O)(=O)N3CCCC3)ccc21,i,3,i,i,-1,i,i,i,-7,i,i
O=S(=O)(NC1=NCCCCCC1)c1cccs1,i,x,i,i,-6,i,i,i,-4,i,i

Remaining list, next part:
molecule,KCNK9 block,Dyrk1A ADPGlo,PolyA inh,KCNK3 inh,Platelet DG rel,TRPC4 potent,KCNQ1 act,TRPC4 block,hERG protect,TRPC4 agonist,KCNQ1 block
COc1ccccc1Nc1nc(Cl)c(C=O)s1,i,x,i,i,1,i,i,i,0,i,i
O=C(Nc1cccc2ncccc12)c1cc([N+](=O)[O-])ccc1Cl,i,-4,i,i,-3,i,i,i,-3,i,i
Cc1cccn2c(=O)c(/C=N/O)c(N3CCCCC3)nc12,i,2,i,i,10,i,i,i,-7,i,i
O=C(NCc1ccccc1Cl)C1CCN(S(=O)(=O)N2CCOCC2)CC1,i,-1,i,i,-7,i,i,i,-22,i,i
